Screening results deposited in PubChem by several laboratories.
HTR2A ag – mouse Htr2a agonists via beta-arrestin recruitment, primary screen, cell-based, luminescence. 5-hydroxytryptamine receptor 2A (Mus musculus), P35363. CHO-K1 mHTR2A beta-arrestin complementation; percent of 30 µM serotonin response. activation, % at 7.6 µM. 360,000 tested, 0.66% active;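 active means activation above a run cutoff, the mean activation of all tested compounds plus 3 SD, cut at about 14% in these data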;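 further: 0% = plate median of compound wells and 100% = 30 µM serotonin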
Target sequence (P35363 whole entry, looked up): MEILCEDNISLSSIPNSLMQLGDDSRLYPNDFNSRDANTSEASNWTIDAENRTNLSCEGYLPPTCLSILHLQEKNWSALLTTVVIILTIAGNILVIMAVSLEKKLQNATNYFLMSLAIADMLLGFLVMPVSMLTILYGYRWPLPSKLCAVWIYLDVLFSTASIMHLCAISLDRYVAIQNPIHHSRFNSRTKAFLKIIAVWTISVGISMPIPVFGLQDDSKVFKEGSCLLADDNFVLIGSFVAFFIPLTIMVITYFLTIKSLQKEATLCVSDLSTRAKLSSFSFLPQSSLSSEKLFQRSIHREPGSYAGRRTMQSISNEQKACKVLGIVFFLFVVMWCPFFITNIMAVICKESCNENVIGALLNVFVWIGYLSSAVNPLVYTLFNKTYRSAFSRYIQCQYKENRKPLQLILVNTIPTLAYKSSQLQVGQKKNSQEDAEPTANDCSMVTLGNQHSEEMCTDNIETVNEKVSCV
Cardio protect – cardioprotection against H2O2-induced cell death, primary screen, uHTS, H9c2 cells, ATPLite luminescence. 360,000 tested, 0.63% active. H9c2 cardiomyocytes, H2O2 injury protection, 2 h. protection from H2O2 cell death, % at 20 µM;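 active means compounds giving at least 50% protection of heart cells from peroxide-induced death in the single-dose screen, raw or plate-pattern-corrected value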;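 further: 0% = DMSO wells with peroxide and 100% = DMSO wells without peroxide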
aDG glyco act – activators of alpha-DG glycosylation, primary screen, uHTS, Pro5-aDG cells, AlphaScreen | alpha-DG glycosylation AlphaScreen (IIH6); 0% Pro5, 100% B10-LARGE cell signal | activation, % at 10 µM | 360,000 tested, 0.22% active | AID 624168, 2012;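 active means activation of at least 8% versus controls, or a plate z-score of at least 8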;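 further: Pro5 are CHO cells carrying HIG-tagged alpha-DG that lacks glycosylation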
MC4R antag cAMP – MC4R antagonists of cAMP signaling, primary screen, cell-based, TR-FRET, antagonist arm of biased-ligand search; 360,000 tested, 0.48% active; Melanocortin receptor 4 (Homo sapiens), P32245; MC4R-expressing cells, MTII-stimulated cAMP, LANCE TR-FRET; inhibition, % at 6.5 µM; AID 540295, 2011;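 active means inhibition above its plate's cutoff, the mean of tested wells on that plate plus 3 SD, cut at about 29% in these data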;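 further: 0% = Melanotan II alone and 100% = Melanotan II plus saturating MCL0020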
Target sequence (P32245 whole entry, looked up): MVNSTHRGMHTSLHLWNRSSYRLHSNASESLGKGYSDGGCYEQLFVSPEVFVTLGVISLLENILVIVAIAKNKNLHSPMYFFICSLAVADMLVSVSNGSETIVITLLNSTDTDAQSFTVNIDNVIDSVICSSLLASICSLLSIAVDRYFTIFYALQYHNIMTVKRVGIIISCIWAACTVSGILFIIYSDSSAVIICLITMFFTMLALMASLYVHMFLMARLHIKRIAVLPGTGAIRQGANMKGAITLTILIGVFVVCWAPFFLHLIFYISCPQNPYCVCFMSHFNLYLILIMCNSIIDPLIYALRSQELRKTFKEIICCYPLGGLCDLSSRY
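Material – human MC4R-expressing U2OS cells · Repeats – no replicates · Detection – TR-FRET with Eu-cAMP and labeled anti-cAMP, 671 nm · Times – compound 30 min, challenge 1 h, detection 1 h · Compound – single nominal compound dose of 6.5 µM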
Glyco luc inh – increase of ERlucT glycosylation luciferase signal, primary screen, N-linked glycosylation inhibitor project, D54 ERlucT cells, luminescence, set 2 | D54 ERlucT glycosylation luciferase reporter, 24 h; percent of 100 nM tunicamycin response | reporter increase, % at 12.5 µM | 360,000 tested, 0.23% active;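 active means mean luciferase reporter signal, scaled so untreated is 0 and the glycosylation-blocking control 100, at or above a set limit in every replicate; inconclusive means mean reaches the limit but not every replicate does; inactive means mean below the limit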;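 further: luciferase carries N-glycosylation sites so blocking glycosylation raises the light; 0% = median of neutral control wells and 100% = median of 100 nM tunicamycin wells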
ABHD5-PLIN5 inh – ABHD5-PLIN5 interaction inhibitors, primary screen, cell lysate, split luciferase complementation, luminescence. 360,000 tested, 0.78% active. AID 602281, 2012. inhibition, % at 4 µM. Split G. princeps luciferase complementation, 4 h. Perilipin-5 (Homo sapiens) + 1-acylglycerol-3-phosphate O-acyltransferase ABHD5 (Homo …;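 active means inhibition above the mean inhibition across every tested compound plus 3 SD, cut at about 22% in these data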;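 further: 0% = DMSO only wells and the 100% control is not disclosed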
hiPSC survival – enhancers of single-cell hiPSC survival, primary screen, ATPlite luminescence; 100% = ROCK inhibitor wells, 0% = DMSO; survival enhancement, % at 20 µM; 360,000 tested, 0.044% active; AID 602274, 2012; in the data active means survival enhancement above about 18%;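 further: cells exposed to compounds for 16 hours before the ATP read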
ABCB6 inh MLPCN – ABCB6 transporter inhibitors, primary screen, K562-ABCB6 cells, flow cytometry, MLPCN library. ATP-binding cassette sub-family B member 6 (Homo sapiens), Q9NP58. K562-ABCB6 porphyrin accumulation, 1 h; active compounds read low. fluorescence ratio to DMSO, % at 10 µM. 360,000 tested, 0.19% active;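 active means fluorescence ratio to DMSO below 75%, the collection mean minus 3 SD; inconclusive means too few cells collected in the well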;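 further: signal is porphyrin accumulated inside mitochondria; 100% equals median channel fluorescence of DMSO control wells; lower ratio means ABCB6 inhibition with less porphyrin fluorescence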
Granule exo inh – LAMP-1 surface exposure blockers, TALL-104 cells – cell-based, flow cytometry, MLPCN library, primary screen. TALL-104 LAMP-1 surface exposure; cells stimulated with thapsigargin and PMA. inhibition, % at 10 µM. 360,000 tested, 0.66% active;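 active means inhibition above about 55%, limit read from the data; inconclusive means no clear call, values can overlap the other calls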
MC4R ag barr – MC4R agonists recruiting beta-arrestin, primary screen, cell-based, luminescence, agonist arm of biased-ligand search. Melanocortin receptor 4 (Homo sapiens), P32245. 360,000 tested, 0.98% active. U2OS MC4R beta-arrestin complementation; percent of melanotan II response, DMSO zero. activation, % at 8.9 µM. AID 540308, 2011;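 active means activation above a per-plate cutoff, the mean activation of sample wells on that plate plus 3 SD, cut at about 8% in these data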
* marks the source's active call; other numbers are inactive results; ? = inconclusive; / = not tested or not shown. Compounds were not picked by outcome (roughly 4.5% active in at least one column).

SMILES	HTR2A ag	Cardio protect	aDG glyco act	MC4R antag cAMP	Glyco luc inh	ABHD5-PLIN5 inh	hiPSC survival	ABCB6 inh MLPCN	Granule exo inh	MC4R ag barr
COc1ccc(N2CCN(C(CNC(=O)c3cccc(Cl)c3)c3cccnc3)CC2)cc1 (stereo not drawn)	3	0	1.4	6	1	4	8.9	94	-3	-1.4
O=c1c2cccnc2n(-c2ccccc2)n1Cc1ccc(Cl)cc1	-5	-4	0.5	8	-4	-2	-0.5	95	5	-0.3
CCSc1nc(O)c(Cc2ccccc2)c(=O)[nH]1	7	3	-0.1	-5	2	5	-0.3	76	4	-1.7
O=C(CN1CCN(CC(=O)Nc2ccccc2Cc2ccccc2)CC1)Nc1ccccc1Cl	-1	3	0.0	1	6	5	-0.3	96	5	-2.1
Cc1cccc(NC(=O)COC(=O)c2ccccc2-c2nc3ccccc3s2)c1C	-6	3	0.6	-2	-1	-8	0.2	91	8	-1.9
O=c1[nH]cnc2c1N1CCC2CC1	1	3	0.4	0	0	-1	1.7	106	-1	0.7
CC1(C)Cc2c(C#N)c(NCCO)nc(-c3ccco3)c2CO1	5	2	0.0	-6	3	8	-0.7	95	-4	-2.6
CCC(C)Sc1ccc([C@@H]2[C@H]3C(=O)N(C)C(=O)[C@H]3[C@]3(C(=O)OC)CCCN23)cc1 (stereo partly drawn)	8	-7	0.0	6	1	14	0.2	101	-10	1.6
CCN(C(=O)COc1ccc(C(=O)c2ccccc2)cc1)c1ccccc1	-1	1	0.0	3	-1	4	0.3	94	-11	-0.8
Cc1cccc(C)c1NC(=S)N(c1ccccc1)C(C)C	0	4	-0.1	-4	2	-1	1.5	102	0	-1.1
O=C(O)C(c1ccccc1)N1CCCCC1 (stereo not drawn)	2	-3	0.0	18	2	0	0.8	96	5	-1.3
N#C[C@H]1C2OC2c2ccccc2N1C(=O)c1ccccc1 (stereo partly drawn)	-1	-1	-0.4	0	-4	-4	2.5	103	2	0.6

Overlap with the part before: seven compounds; new compounds follow.
SMILES	HTR2A ag	Cardio protect	aDG glyco act	MC4R antag cAMP	Glyco luc inh	ABHD5-PLIN5 inh	hiPSC survival	ABCB6 inh MLPCN	Granule exo inh	MC4R ag barr
O=c1[nH]cnc2c1N1CCC2CC1	1	3	0.4	0	0	-1	1.7	106	-1	0.7
CC1(C)Cc2c(C#N)c(NCCO)nc(-c3ccco3)c2CO1	5	2	0.0	-6	3	8	-0.7	95	-4	-2.6
CCC(C)Sc1ccc([C@@H]2[C@H]3C(=O)N(C)C(=O)[C@H]3[C@]3(C(=O)OC)CCCN23)cc1 (stereo partly drawn)	8	-7	0.0	6	1	14	0.2	101	-10	1.6
CCN(C(=O)COc1ccc(C(=O)c2ccccc2)cc1)c1ccccc1	-1	1	0.0	3	-1	4	0.3	94	-11	-0.8
Cc1cccc(C)c1NC(=S)N(c1ccccc1)C(C)C	0	4	-0.1	-4	2	-1	1.5	102	0	-1.1
O=C(O)C(c1ccccc1)N1CCCCC1 (stereo not drawn)	2	-3	0.0	18	2	0	0.8	96	5	-1.3
N#C[C@H]1C2OC2c2ccccc2N1C(=O)c1ccccc1 (stereo partly drawn)	-1	-1	-0.4	0	-4	-4	2.5	103	2	0.6
Cc1ccc(C(=O)Nn2cnnc2)cc1[N+](=O)[O-]	0	3	-0.1	1	-2	3	1.0	94	-5	-2.1
COc1cccc(-c2noc(CCC(=O)NCC3CCCO3)n2)c1 (stereo not drawn)	1	1	-0.1	7	3	0	0.4	96	-1	1.2
COc1ccc(C(O)(CC(C)C)C(CN2CCOCC2)c2ccccc2)cc1 (stereo not drawn)	8	-8	0.2	5	-13	1	-0.3	96	-8	3.5
CCOC(=O)N1CCN(C(=O)/C=C/c2ccc(OC)cc2)CC1	2	4	-0.1	7	-1	5	-0.6	104	-5	-0.7
CCc1cc(C(=O)OC)c(NC(=O)CCC(=O)O)s1	6	7	-0.1	11	1	-4	-0.2	94	0	-0.3
Cc1oc2cc(O)ccc2c(=O)c1Oc1ccccc1	2	7	0.0	-1	0	-3	2.0	93	0	-1.2
Cc1ccc(S(=O)(=O)NC(=NC2CCCCC2)c2ccc(F)cc2)cc1	-5	0	0.0	6	0	4	-0.5	90	8	0.4
O=c1[nH]c2ccc([N+](=O)[O-])cc2nc1/C=C(\O)c1ccccc1	-5	0	-0.3	9	1	-2	0.8	101	?	-2.6
Cc1cc(C)nc(N2N=C(C(C)(C)C)CC2=O)n1	-2	-3	-0.1	-3	0	37*	1.5	103	-1	-2.7
O=C(NCCCn1ccnc1)c1ccc(C(F)(F)F)cc1	5	-1	0.1	11	0	0	-0.6	101	0	0.1
Cc1nn(S(=O)(=O)N2CCCCC2)c(C)c1Br	8	-2	0.0	-4	0	2	0.3	95	-1	1.5
O=C(Cn1cnc2c(nnn2Cc2ccccc2)c1=O)Nc1ccc2c(c1)OCCO2	3	0	-0.2	1	0	9	0.2	97	-4	0.7
O=C(O)CNC(=S)N(Cc1ccccc1F)C1CCCCC1	5	4	-0.2	-6	0	2	-0.8	99	-2	-1.9
O=C(O)c1cccc(-n2cccc2/C=C2/NC(=O)N(Cc3ccccc3F)C2=O)c1	0	7	-0.4	13	2	0	1.9	104	-8	-1.1
COc1ccc(C2N(c3ccc(F)cc3)C(=O)C3CCCN32)cc1 (stereo not drawn)	0	-3	1.3	-1	-5	-2	2.3	100	-2	0.3
O=C(O)CSc1nnc(CNc2ccc(F)cc2)n1-c1ccccc1	0	6	-0.1	14	0	4	0.3	100	8	0.8
CCOC(=O)CNC(=O)c1cc(-c2ccc3c(c2)OCCO3)oc1C	2	7	0.1	3	-2	7	-1.3	93	20	-1.6
O=C(COc1ccc(S(=O)(=O)NC2CCCCC2)cc1Cl)NCc1cccnc1	7	-1	0.2	2	-3	-3	-1.8	107	11	0.7
CCOc1ccc(N(CC(=O)NC(C)(C)C)C(=O)CCC(=O)Nc2nccs2)cc1	0	0	0.0	18	-1	7	0.0	98	-7	-0.4
CSc1ncccc1C(=O)OCC(=O)c1cc(C)n(CC2CCCO2)c1C (stereo not drawn)	-3	-28	0.0	18	-16	2	0.6	96	-2	-1.9
O=C(c1ccc(S(=O)(=O)N2CCCC2)cc1)N(c1ccccc1)C1C=CS(=O)(=O)C1 (stereo not drawn)	11	-1	-0.3	-1	2	2	-0.5	97	3	0.5
CCN1CCN(c2ccc(NC(=O)Cc3ccccc3)cc2)CC1	-1	8	0.0	6	0	2	-0.3	100	-5	0.4
O=C(NCCNc1ccc([N+](=O)[O-])cc1)c1cccc2c(Br)cccc12	-4	-2	2.1	2	3	-7	-0.8	99	-4	8.3*
CCc1c(C(=O)NCCc2ccc(OC)c(OC)c2)[nH]c(C)c1C(C)=O	3	3	0.0	1	4	2	3.4	99	-9	0.2
CCOc1ccc(NC(=O)CN(C)C(=O)c2ccc(OCC3CCCO3)cc2)cc1OCC (stereo not drawn)	6	1	-0.2	4	1	-4	-0.1	96	-2	-2.3
Cn1nnc(NC(=S)NC(=O)c2cccc3ccccc23)n1	-7	-3	-0.2	-3	2	-11	-0.3	92	3	-5.4
Cc1noc(C)c1C(=O)NCCc1ccc(S(N)(=O)=O)cc1	-3	1	-0.1	-1	/	0	0.7	93	-5	-1.0
Cc1cc(C)nc(NC(=O)c2cccc([N+](=O)[O-])c2C)n1	4	2	-0.2	23	0	2	8.5	94	-5	-0.1
Cc1ccc2ccc(C(Nc3ccccc3)c3ccccc3)c(O)c2n1 (stereo not drawn)	-6	/	0.5	/	/	11	/	/	12	/
CS(=O)(=O)c1nc(-c2ccccc2)cc(C(F)(F)F)n1	-3	-38	-0.5	16	-15	63*	-1.9	98	74*	-3.3
COC(=O)c1ccc(CSc2nc3ccccc3o2)cc1	2	-19	0.2	5	2	6	1.2	101	-3	2.7
Cc1ccc(OCC(=O)Nc2ccc(CN3CCCCC3)cc2)c(C)c1	-5	0	1.0	-3	2	4	-2.8	97	9	0.1
Cc1[nH]c2ccccc2c1C(=O)COC(=O)C1CC(O)CN1S(=O)(=O)c1ccc(Cl)cc1 (stereo not drawn)	15*	16	0.0	-1	4	4	0.0	92	3	0.5
O=C(O)/C(=C\c1ccc(Br)cc1)c1ccc(S(=O)(=O)N2CCCCC2)s1	1	8	0.3	11	3	-4	6.6	99	2	-3.7
COc1ccc(C(=S)N2CCN(c3ccccc3C)CC2)cc1OC	-7	-7	-0.3	13	1	-1	2.2	102	-2	-1.5
Cc1ccc(S(=O)(=O)CC(=O)c2ccccc2[N+](=O)[O-])cc1	-1	4	0.0	10	0	2	0.1	99	15	-0.6
O=c1[nH]c(CN2CCN(c3ccccn3)CC2)nc2c(Br)cc(Br)cc12	6	29	0.1	7	1	4	-0.4	91	-1	-1.6
O=C(c1cc(Cl)cc(Cl)c1)N1CCC(=O)N([C@H](COCc2ccccc2)Cc2ccccc2)CC1	4	/	-0.1	/	/	6	-1.1	96	-6	/
O=C(CCN1CCOCC1)c1ccc2c(c1)OCCO2	-5	-29	1.6	30*	2	11	-0.2	102	85*	-0.6
CN1c2ccccc2SC2C(c3ccccc3)=NOC21 (stereo not drawn)	-5	-2	-0.3	/	-1	-10	-0.5	97	-8	/
CC1=CC(C)(C)N(C(=O)CN2C(=O)CCC2=O)c2ccccc21	5	19	-0.1	-6	0	-2	0.6	102	-4	-3.0
N=C1C(c2ccccc2)=C(O)CN1c1ccc2c(c1)OCO2	4	0	0.0	0	2	4	-0.8	99	-1	-1.2
O=C(NCc1ccc(F)cc1)c1cc2c(s1)CS(=O)(=O)C2	2	3	-0.5	6	-2	3	1.0	95	-6	-2.4
OC(c1cccc(Cl)c1)c1nc(-c2ccccc2)cs1 (stereo not drawn)	-3	-13	0.1	-6	-1	-11	3.6	100	-4	1.5
